# HCMV antiviral – human cytomegalovirus inhibition; HFF cells, HCMV-luciferase reporter, 72 h; active compounds read low; activity change, negative = inhibition, % at 57.5 µM; actives 4.5% (n = 410,000); in the data active = activity change below about -60%; inconclusive = no clear call, values can overlap the other calls; inactive = above about -39%; note: % is set by controls: 0 for no effect and ±100 for the full control effect
#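 Cell-based, HFFs, 1000 cells/well, 16 h 37C; cpds in DMSO + HCMV-luc, MOI 1 PFU/cell; 72 h 37C; OneGlo luminescence after 5 min RT; norm. to buffer vs Salinomycin 10uM.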
# AmpC detergent – inhibitors of E. coli AmpC beta-lactamase with detergent; AmpC hydrolysis of nitrocefin, absorbance 480 nm, 0.01% Triton; P00811; AID 485294; actives 0.041% (n = 370,000); Potency, µM (top dose mostly 114 µM), without a hit: at the highest dose activity change, negative = inhibition, hits mostly inhibitors;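 note: potency is the fitted concentration of half-maximal effect; 0% = no-compound wells and -100% = no-enzyme wells; nearly all actives have a fitted effect of over 25% in size; some results filed as inactive show a strong effect at the top dose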
# Target sequence (P00811 whole entry, looked up): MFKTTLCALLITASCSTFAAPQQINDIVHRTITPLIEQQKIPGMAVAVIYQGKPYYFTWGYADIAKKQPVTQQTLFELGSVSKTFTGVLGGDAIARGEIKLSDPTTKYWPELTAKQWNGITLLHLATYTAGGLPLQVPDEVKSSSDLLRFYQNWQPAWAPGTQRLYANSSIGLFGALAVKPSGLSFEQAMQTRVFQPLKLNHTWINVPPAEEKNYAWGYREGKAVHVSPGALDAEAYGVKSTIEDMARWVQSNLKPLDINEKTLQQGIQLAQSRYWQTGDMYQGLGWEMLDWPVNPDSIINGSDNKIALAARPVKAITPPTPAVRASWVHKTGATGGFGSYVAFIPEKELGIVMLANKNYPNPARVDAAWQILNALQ
#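 20 mM phosphate pH 7.0 + 0.01% (detergent screen) or 0.0001% Triton X-100; 5.3 nM AmpC reagent; cpd preinc 15 min RT; nitrocefin (800 uM stock) to start; A480 q20 s × 4 min; Activity was normalised to no-enzyme and no-compound control wells.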
# AMA1-RON2 inh – disrupts binding of P. falciparum AMA1 to RON2 | AlphaScreen AMA1-biotinylated RON2 peptide binding | Potency, µM (series often up to 58.2 µM), inactives show top-dose activity change, negative = inhibition, actives largely listed as inhibitors | actives 0.2% (n = 360,000);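 note: potency is the fitted concentration of half-maximal effect; 0% = vehicle wells and -100% = peptide control; nearly all actives have a fitted effect of over 45% in size; some results filed as inactive show a strong effect at the top dose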
#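 AMA1 (3D7) with his tag at 25 nM final met compounds first, then biotinylated RON2 peptide at 25 nM; detection used donor plus acceptor beads, 10 µg/mL apiece, read by AlphaScreen after 30 min at room temperature.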
# Giardia FBPA inh – Giardia lamblia aldolase inhibition; purified Giardia FBPA; Potency, µM (titrated, usually from 59.6 µM), inactives show at the highest dose activity, negative = inhibition, hits mostly inhibitors; actives 0.71% (n = 290,000); A8B2U2; AID 2451; note: potency is the fitted concentration of half-maximal effect; % is set by controls: 0 for no effect and ±100 for the full control effect; nearly all actives have a fitted effect of over 55% in size
# Target sequence (A8B2U2 whole entry, looked up): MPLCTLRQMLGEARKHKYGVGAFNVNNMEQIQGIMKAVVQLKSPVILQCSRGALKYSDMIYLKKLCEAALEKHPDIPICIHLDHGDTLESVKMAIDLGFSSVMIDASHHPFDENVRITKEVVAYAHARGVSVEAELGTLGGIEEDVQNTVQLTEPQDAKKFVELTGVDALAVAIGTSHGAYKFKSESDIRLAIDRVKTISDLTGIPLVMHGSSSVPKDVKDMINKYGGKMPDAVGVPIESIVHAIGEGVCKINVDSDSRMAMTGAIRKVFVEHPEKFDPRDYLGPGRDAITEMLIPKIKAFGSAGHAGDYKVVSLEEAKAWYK
#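 40 nM FBPA preincubated 10 min at RT with compound (up to 57.5 uM final), then substrate plus GAPDH/TPI/NAD/arsenate coupling and diaphorase/resazurin added. Fluorescence read after 20 min at RT, 525/598 nm.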
# CHX counter – counter-screen for Shiga toxin inhibitors: cycloheximide protein synthesis inhibition; cell reporter, cycloheximide protein synthesis inhibition counterscreen; max response, %; actives 12% (n = 300,000); in the data active = max response mostly above about 13%, no sharp cut-off; inactive = mostly below about 14%; note: read at 38.3 µM for the half of the compounds with a filed dose; 0% is about no effect
# Shiga inhibitor – Shiga toxin inhibition; inhibition, % at 38.7 µM; AID 2315; actives 9.2% (n = 290,000); Vero cells, Shiga toxin protein synthesis inhibition reporter; in the data active = inhibition mostly above about 28%, no sharp cut-off; inactive = mostly below about 43%; note: 0% is about no effect
# AmpC inh no detg – inhibitors of E. coli AmpC beta-lactamase without detergent; Potency, µM (highest dose often 57.1 µM), for the others: at the top dose activity change, negative = inhibition, usual class: inhibitors; AID 485341; actives 0.52% (n = 330,000); AmpC nitrocefin hydrolysis, absorbance 480 nm, 0.0001% Triton; P00811;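 note: potency is the fitted concentration of half-maximal effect; plate controls were no compound for no effect and no enzyme for full effect; nearly all actives have a fitted effect of over 20% in size; some results filed as inactive show a strong effect at the top dose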
#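 AmpC (5.3 nM in the dispensed reagent) in 20 mM phosphate pH 7.0 with 0.01% (detergent screen) or 0.0001% Triton X-100 was preincubated with compounds for 15 min at room temperature. Nitrocefin was then added from an 800 uM solution, and hydrolysis was followed at 480 nm.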
# Active calls of the source: *; ? = inconclusive; · = not tested or not shown; + = active, no number; & = joins results of further samples; ! = not confirmed by another sample; [ ] = dose if it differs, or a comment. Unless noted, calls come from the whole dose curve; as a rule, active = well fitted curve in the direction sought with a large enough effect; inconclusive = small, poorly fitted or top-dose-only effect, or another doubt; inactive = no such curve, though single readings can be large; an effect the other way counts as inactive or inconclusive.
# Start of the listing, in advance (2 entries):
1: CC1CN(C(=O)CCC(=O)N2CCOCC2)c2ccccc2O1 (stereo unspecified)
2: O=C(NN1C(=O)c2cc(Br)ccc2NC1c1ccccc1Cl)c1ccncc1 (stereo unspecified)
assay / entry,1,2
HCMV antiviral,-11,-11
AmpC detergent,-10%,-1%
AMA1-RON2 inh,7%,26%
Giardia FBPA inh,6%,7%
CHX counter,-1,8
Shiga inhibitor,-5,8
AmpC inh no detg,-24%,-37%

# The listing, repeating the preview:
1: CC1CN(C(=O)CCC(=O)N2CCOCC2)c2ccccc2O1 (stereo unspecified)
2: O=C(NN1C(=O)c2cc(Br)ccc2NC1c1ccccc1Cl)c1ccncc1 (stereo unspecified)
3: Cc1ccc(C(=O)NC(=S)Nc2ccccc2N2CCOCC2)cc1C
4: CC(C)CN(C)C(=O)CC1C(=O)NCCN1C (stereo unspecified)
5: COc1cccc(-c2nn(-c3ccccc3)cc2C(=O)O)c1
6: CCN(C#N)c1nc(NC(C)C)nc(NC(C)(C)C)n1
7: CCOC(=O)C1CCCN(C(=O)c2ccccc2Oc2ccccc2)C1 (stereo unspecified)
8: CCCN(CC(=O)Nc1ccccc1OC)C(=O)c1ccc(S(=O)(=O)NCc2ccco2)cc1
assay / entry,1,2,3,4,5,6,7,8
HCMV antiviral,-11,-11,·,·,9,71,19,-1
AmpC detergent,-10%,-1%,-1%,-5%,-16%,4%,?,-1%
AMA1-RON2 inh,7%,26%,8%,-6%,4%,-1%,-6%,15%
Giardia FBPA inh,6%,7%,·,-6%,14%,5%,3%,·
CHX counter,-1,8,-1,-2,-2,-3,2,·
Shiga inhibitor,-5,8,5,-13,0,11,21,·
AmpC inh no detg,-24%,-37%,-29%,25%,-21%,3%,35%,5%

9: COc1ccc(-c2ccnc3nc(-n4cccc4)nn23)cc1
10: O=C(CCNS(=O)(=O)c1ccccc1C(F)(F)F)NCCCc1ccccc1
11: Cn1c(=O)c2c3c(sc2n2c(SCc4ccccc4)nnc12)CCCC3
12: O=C(O)c1cc(NS(=O)(=O)c2ccc3ccccc3c2)ccc1O
13: COc1ccc(-c2cn3cc(Br)cnc3n2)cc1
14: Cc1cc(N2CCOCC2)nc2ccccc12
15: CC(Oc1ccc(F)cc1)C(=O)N(CCC1=CCCCC1)c1c(N)n(Cc2ccccc2)c(=O)[nH]c1=O (stereo unspecified)
16: O=C(COc1ccccc1)N1CCN(C(=O)COc2ccccc2)CC1
assay / entry,9,10,11,12,13,14,15,16
HCMV antiviral,13,47,·,31,-14,12,-35,·
AmpC detergent,8%,?,-13%,-5%,-1%,-10%,?,-13%
AMA1-RON2 inh,-25%,-3%,·,-5%,32%[activator],-4%,4%,7%
Giardia FBPA inh,16%,·,0%,8%,-4%,-8%,·,5%
CHX counter,-2,·,-2,-3,25*,15*,·,-6
Shiga inhibitor,-9,·,-10,-5,23,49*,·,-9
AmpC inh no detg,-4%,-19%,-15%,-39%,-17%,-22%,-27%,-2%

# Among those listed so far, five contain four or more nitrogen atoms.
2: O=C(NN1C(=O)c2cc(Br)ccc2NC1c1ccccc1Cl)c1ccncc1 (stereo unspecified)
6: CCN(C#N)c1nc(NC(C)C)nc(NC(C)(C)C)n1
9: COc1ccc(-c2ccnc3nc(-n4cccc4)nn23)cc1
11: Cn1c(=O)c2c3c(sc2n2c(SCc4ccccc4)nnc12)CCCC3
15: CC(Oc1ccc(F)cc1)C(=O)N(CCC1=CCCCC1)c1c(N)n(Cc2ccccc2)c(=O)[nH]c1=O (stereo unspecified)
assay / entry,2,6,9,11,15
HCMV antiviral,-11,71,13,·,-35
AmpC detergent,-1%,4%,8%,-13%,?
AMA1-RON2 inh,26%,-1%,-25%,·,4%
Giardia FBPA inh,7%,5%,16%,0%,·
CHX counter,8,-3,-2,-2,·
Shiga inhibitor,8,11,-9,-10,·
AmpC inh no detg,-37%,3%,-4%,-15%,-27%

# (list continues)
17: Cc1ccc(CNC(=O)c2cc3c(=O)n4ccccc4nc3n(Cc3ccco3)c2=N)cc1
18: O=C(NCc1ccc(F)cc1)c1ccncc1
19: O=C(O)c1ccc(CNCc2ccc(F)cc2)cc1
20: CC1CCCC(C)N1S(=O)(=O)c1ccc(NC(=O)CCn2cnc3ccccc3c2=O)cc1 (stereo unspecified)
21: CC(C)(C)n1nc2c(c1NC(=O)c1ccc(S(=O)(=O)N3CCCC3)cc1)CSC2
22: CCOc1ccc(NC(=O)Cc2cccc3ccccc23)c([N+](=O)[O-])c1
23: Cc1ccc(S(=O)(=O)N2CCNC(=O)CC2)cc1
24: O=C(c1cc2cc(Cl)ccc2[nH]1)N1CCC2(CC1)OCCO2
assay / entry,17,18,19,20,21,22,23,24
HCMV antiviral,-26,46,10,-6,17,-74*,37,73
AmpC detergent,?,?,?,3%,-3%,-10%,3%,-3%
AMA1-RON2 inh,-2%,-9%,2%,-7%,5%,-26%,3%,13%
Giardia FBPA inh,5%,-1%,2%,0%,-3%,1%,6%,·
CHX counter,-3,-1,1,14,-3,9,-3,28*
Shiga inhibitor,-14,-8,15,13,-6,-1,26,30*
AmpC inh no detg,27%,-4%,-6%,-17%,·,-22%,-2%,119%[activator]

25: COc1cc(CC(=O)OCC(=O)N2CC(C)CC(C)C2)cc(OC)c1OC (stereo unspecified)
26: Cc1ccc2c(c1)nnn2C1CCN(S(=O)(=O)c2ccc(C(=O)O)cc2)CC1
27: O=C(CNC(=O)c1ccc(Cl)cc1)OCC(=O)c1ccc2c(c1)OCCO2
28: CC1(C)Cc2c(sc3nc(N/N=C/c4ccccc4)[nH]c(=O)c23)CO1
29: Cc1ccc(N=C2CCCN2Cc2ccccc2)c(C#N)c1
30: CN1CCN(C2=C(Cl)C(=O)N(C3CCCCC3)C2=O)CC1
31: O=C(CNS(=O)(=O)c1ccc(Br)s1)NC1CCCc2ccccc21 (stereo unspecified)
32: COc1ccc2c(-c3ccccc3)cc(=O)[nH]c2c1
assay / entry,25,26,27,28,29,30,31,32
HCMV antiviral,·,-67*,9,?,?,-95*,40,83
AmpC detergent,3%,3%,?,-5%,2%,-8%,?,2%
AMA1-RON2 inh,-11%,8%,-9%,5%,-8%,-5%,-7%,-3%
Giardia FBPA inh,-1%,14%,12%,10%,-6%,-8%,3%,-3%
CHX counter,1,-3,45*,4,18*,0,-4,11
Shiga inhibitor,-7,-3,37,23,+,5,-11,73
AmpC inh no detg,36%,-1%,-24%,-18%,-21%,0%,-18%,-30%

33: O=C(NCCS(=O)(=O)N1CCN(c2ccccc2F)CC1)C1CC(=O)N(c2ccccc2)C1 (stereo unspecified)
34: COc1ccccc1NC(=O)N1CCOCC1
35: COc1ccccc1N(CC(=O)NCCSc1ccccc1)S(C)(=O)=O
36: CC(C)=NOC(=O)c1c(C)noc1-c1snnc1C
37: CC1CCN(C(=O)NC(=O)c2ccc(Cl)cc2)CC1
38: CC(C)CC(=O)NC(Oc1ccc(Cl)cc1)C(Cl)(Cl)Cl (stereo unspecified)
39: Cc1ccc(S(=O)(=O)NC(CC(=O)n2nc(C)cc2C)c2ccccc2)cc1 (stereo unspecified)
40: COc1ccc(C=O)cc1Cn1cnc2c(cnn2C)c1=O
assay / entry,33,34,35,36,37,38,39,40
HCMV antiviral,23&-8,5,-6,-1,26,21,50,-9
AmpC detergent,?,-5%,-10%,4%,-1%,1%,2%,-10%
AMA1-RON2 inh,2%,-9%,-9%,9%,-9%,10%,2%,-5%
Giardia FBPA inh,0%,8%,6%,3%,9%,3%,-6%,7%
CHX counter,-4,-4,-4,-2,3,-3,-5,5
Shiga inhibitor,-6,-4,15,-12,23,14,-23,-10
AmpC inh no detg,-1%,-3%,-3%,-8%,-3%,-17%,-3%,-13%

# Whole records as entered above. Values in the order: HCMV antiviral | AmpC detergent | AMA1-RON2 inh | Giardia FBPA inh | CHX counter | Shiga inhibitor | AmpC inh no detg
# Listed for CCN(C#N)c1nc(NC(C)C)nc(NC(C)(C)C)n1 = 71 | 4% | -1% | 5% | -3 | 11 | 3%
# Listed for Cc1ccc(CNC(=O)c2cc3c(=O)n4ccccc4nc3n(Cc3ccco3)c2=N)cc1 = -26 | ? | -2% | 5% | -3 | -14 | 27%

# Continued.
41: CCCn1nnnc1-c1ccc(Cl)cc1
42: COc1cccc(C(=O)SC2=NCCS2)c1
43: Cc1ccc(CNC(=O)CC2Sc3ccccc3NC2=O)cc1 (stereo unspecified)
44: O=C1NC(=O)C(=O)N1
45: O=C(NCCC1CCCC1)c1cccs1
46: O=C1NC(=O)C(c2ccc(F)cc2)N1 (stereo unspecified)
47: CCNC(=O)C(=O)NCc1ccncc1
48: CC(=O)NNC(=S)NC(=O)c1cccc([N+](=O)[O-])c1
assay / entry,41,42,43,44,45,46,47,48
HCMV antiviral,2,61,?,-15,78,71,12,3
AmpC detergent,2%,-5%,1%,-18%,?,-8%,3%,-11%
AMA1-RON2 inh,-7%,-3%,0%,0%,1%,6%,-3%,21%
Giardia FBPA inh,8%,-14%,0%,·,5%,6%,2%,?
CHX counter,7,-1,-1,·,40*,3,-2,-3
Shiga inhibitor,-13,-2,39,·,45*,-11,-5,-15
AmpC inh no detg,-4%,-23%,-1%,-15%,-24%,0%,-9%,-21%

49: N#CCSCC(=O)Nc1ccc(Br)cc1
50: CC(=O)/C(N=Nc1ccc(OC(F)(F)F)cc1)=C(\C)O
51: Cc1ccc(NC(=O)CCc2nnc3ccc(N4CCN(C)CC4)nn23)cc1F
52: O=C(COC(=O)c1cc([N+](=O)[O-])ccc1NCCO)Nc1ccc2c(c1)OCO2
53: CCCCNC(=O)c1ccc(CNc2c(N3CCC(C(=O)OCC)CC3)c(=O)c2=O)cc1
54: Cc1ccc(OCC(=O)Nc2ccc(O)c(C(=O)O)c2)cc1C
assay / entry,49,50,51,52,53,54
HCMV antiviral,-28,8,7,-9,-61*!,6
AmpC detergent,-5%,1%,?,0%,-6%,?
AMA1-RON2 inh,3%,2%,0%,-1%,0%&1%,1%
Giardia FBPA inh,7%,0%,7%,-10%,-10%,?
CHX counter,0,-1,7,6,-2,1
Shiga inhibitor,-1,8,0,14,3,-2
AmpC inh no detg,-23%,-2%,-6%,-17%,-3%,-3%
